High-throughput results as filed in PubChem BioAssay.
CF NFkB block: inhibitors of PAF-induced NF-kB signaling, primary screen, cell-based, GFP fluorescence, uHTS | KKLEB NF-kB-GFP reporter, GFP fluorescence overnight | inhibition, % at 5 µM | hit rate 0.86% among 360,000 | AID 588850, 2011;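 active means at least 50% inhibition at 5 µM, scaled per plate between neutral and stimulator controls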;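 further: PAF is a Pseudomonas aeruginosa culture filtrate used as stimulus; plate controls were PAF-stimulated DMSO wells for no effect and unstimulated DMSO wells for full effect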
Peg3 prom inh: Peg3 promoter-driven luciferase inhibitors, primary screen, cell-based, HeLa, luciferase luminescence; HeLa PEG-Prom luciferase reporter, overnight; inhibition, % at 20 µM; hit rate 1.7% among 360,000; AID 588405, 2011;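 active means inhibition of at least 50% at 20 µM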
Shn3 3UTR inh: reduction of Shn3 3'UTR firefly luciferase signal, primary screen, Schnurri-3 inhibitor project, cell-based, Clone20 osteoblasts, set 2. Clone20 osteoblast Shn3 3'UTR firefly luciferase, 24 h. inhibition, % at 12.5 µM. hit rate 0.52% among 360,000. AID 588674, 2011;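 active means mean inhibition of at least 75% with every replicate also reaching 75%; inconclusive means mean inhibition at least 75% but some replicate below; inactive means mean inhibition below 75%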;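 further: 0% = median of neutral control wells and 100% = pilot-screen positive control compound; some compounds past the cut are filed as inactive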
PDI inh: inhibitors of human PDI, primary screen, biochemical, turbidity, single point, plate reader. Protein disulfide-isomerase (Homo sapiens), P07237. hit rate 0.052% among 350,000. inhibition, % at 10 µM. PDI insulin aggregation turbidity, A650, 90 min;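 active means mean inhibition across replicates of 30% or more, whatever share of single replicates reach that level; inconclusive means mean inhibition below 30% while every single replicate reaches 30%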;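 further: absorbance from insulin aggregation driven by PDI reduction with DTT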
Target sequence (P07237 whole entry, looked up): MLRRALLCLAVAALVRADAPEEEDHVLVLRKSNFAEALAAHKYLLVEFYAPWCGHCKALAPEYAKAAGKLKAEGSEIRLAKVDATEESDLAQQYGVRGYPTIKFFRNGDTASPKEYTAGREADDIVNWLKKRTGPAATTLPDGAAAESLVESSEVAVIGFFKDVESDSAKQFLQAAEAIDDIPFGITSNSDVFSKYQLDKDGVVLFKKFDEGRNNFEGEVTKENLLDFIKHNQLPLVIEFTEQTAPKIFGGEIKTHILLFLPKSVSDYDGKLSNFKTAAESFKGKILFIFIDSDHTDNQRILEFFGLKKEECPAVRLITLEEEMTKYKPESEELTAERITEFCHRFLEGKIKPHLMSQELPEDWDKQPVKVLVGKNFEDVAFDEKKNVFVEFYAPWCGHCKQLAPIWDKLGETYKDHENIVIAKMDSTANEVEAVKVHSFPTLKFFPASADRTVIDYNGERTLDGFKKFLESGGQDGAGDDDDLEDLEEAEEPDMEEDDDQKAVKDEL
KKLEB tox: cytotoxicity in KKLEB CF airway cells, primary screen, cytotoxicity control for CF NF-kB inhibitor project, cell-based, uHTS, fluorescence assay plates | hit rate 0.36% among 360,000 | KKLEB CF airway cells viability, ATPlite luminescence, overnight; active compounds read low; cells stimulated with P. aeruginosa culture filtrate | activity change (cytotoxicity), % at 5 µM;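 active means corrected activity change at or below -50% at 5 µM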
MITF TRPM1 inh: inhibitors of MITF-dependent TRPM1 promoter reporter, primary screen, cell-based, SK-MEL-5, single point, luciferase | SK-MEL-5 TRPM1 promoter luciferase, 24 h | inhibition, % at 12.5 µM | hit rate 0.83% among 330,000;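 active means mean inhibition across replicates of 60% or more, whatever share of single replicates reaches that level; inconclusive means some that reach 60%, reason not given; inactive means mean inhibition across replicates below 60%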; further: values of inactives mirror those of a sister screen read the other way
CaV13 ICDI inh: Primary screen for inhibitors of IQ motif and Ca2+-dependent inactivation inhibitor domain binding in CACNA1D, Förster resonance energy transfer in living cells, …; HEK cells, CFP/YFP FRET ICDI-IQ, plate reader, 10 min; percent FRET-ratio fall versus neutral wells; inhibition, % at 12.3 µM; hit rate 0.098% among 340,000; AID 743397;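 active means mean replicate inhibition of at least 30% and at least 1% of replicates passing that level; inconclusive means only one of the two criteria is met; inactive means neither criterion is met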;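 further: 0% = median of the neutral control wells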
HIF-2a block: HIF-2a reporter inhibitors, primary screen, luminescence, 786-0 RCC cells; 786-0 RCC cells HIF-2a reporter, luciferase luminescence, overnight; inhibition, % at 18.8 µM; hit rate 0.72% among 360,000; AID 624352, 2012;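 active means inhibition of the luminescence signal of 40% or more relative to plate controls, in a single-dose primary screen at 18.75 µM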
Vif imaging: HIV Vif self-association inhibitors, primary screen, imaging, HEK293T, single point; inhibition, % at 7.49 µM; AID 602346, 2012; hit rate 0.35% among 340,000; HEK293T cells, Vif self-association by quenched fluorescence, 24 h; in the data active means inhibition above about 50%, passing the limit was not always enough; inconclusive means no clear call, values can overlap the other calls; inactive means below about 31%; further: some results filed as inactive read as strong as hits
NR2E3 ag-1: NR2E3 agonists in two-hybrid cells, primary screen, cell-based, luminescence, CHO-S, Gal4-NCOR/VP16-NR2E3. Photoreceptor-specific nuclear receptor (Homo sapiens), Q9Y5X4. luciferase. inhibition of corepressor binding, % at 3.98 µM. hit rate 0.35% among 360,000. AID 602229, 2012;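 active means inhibition above the mean of all tested compounds plus 3 SD, cut at about 70% in these data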;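 further: 0% = DMSO with NR2E3 transfected cells and 100% = cells lacking NR2E3 construct; higher means lower luciferase signal from less NR2E3 corepressor binding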
Target sequence (Q9Y5X4 whole entry, looked up, the tested form may be a part): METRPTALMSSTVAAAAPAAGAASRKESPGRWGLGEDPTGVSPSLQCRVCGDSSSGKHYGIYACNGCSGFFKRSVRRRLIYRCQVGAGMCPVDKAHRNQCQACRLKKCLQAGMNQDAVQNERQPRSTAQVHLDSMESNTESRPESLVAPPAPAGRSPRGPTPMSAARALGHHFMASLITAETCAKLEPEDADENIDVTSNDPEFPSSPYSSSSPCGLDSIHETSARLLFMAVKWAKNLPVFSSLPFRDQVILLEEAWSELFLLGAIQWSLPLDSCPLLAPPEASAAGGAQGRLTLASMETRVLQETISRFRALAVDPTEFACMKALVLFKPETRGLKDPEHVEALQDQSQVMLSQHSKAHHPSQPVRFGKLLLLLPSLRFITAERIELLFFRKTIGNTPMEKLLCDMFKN
NR2E3 ag-2: inhibitors of NR2E3-RetCOR corepressor binding, primary screen, NR2E3 agonist project, biochemical, TR-FRET, GST-NR2E3, biotin-RetCOR. Photoreceptor-specific nuclear receptor (Homo sapiens), Q9Y5X4. 1536-well. inhibition of corepressor binding, % at 4.78 µM. hit rate 0.12% among 320,000. AID 2300, 2010;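 active means percent inhibition above the cutoff of mean plus 3 SD of all tested compounds, set per screening campaign, cut at about 20% in these data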;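 further: 0% = DMSO wells and 100% = biotin wells as full block of FRET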
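Material: NR2E3–RetCOR corepressor complex | Quantity: 1.35 nM GST-tagged NR2E3 final | Schedule: 5 h at 4 °C | Replication: Singlicate compound wells | Reagent: RetCOR corepressor, biotinylated, 7 nM | Controls: Biotin wells as high control, 0.6% DMSO wells as low control | Signal: TR-FRET, Eu(K)-anti-GST donor, streptavidin-D2 acceptor, ex 340, em 617/671 nm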
* = called active by the depositor; ? = inconclusive; · = not tested or not shown.

SMILES	CF NFkB block	Peg3 prom inh	Shn3 3UTR inh	PDI inh	KKLEB tox	MITF TRPM1 inh	CaV13 ICDI inh	HIF-2a block	Vif imaging	NR2E3 ag-1	NR2E3 ag-2
O=C(c1ccc(CSc2ccc(Cl)cc2)o1)N1CCOCC1	25	-55	-1	·	-2	·	-9	-118	-7	-40	·
CC(SCc1ccccc1)C(=O)N/N=C/c1ccc(OCC(=O)NCc2ccco2)cc1 (stereo unspecified)	4	24	16	-3	10	14	-2	15	0	-20	2
COCCNC(=O)/C(C#N)=C/c1ccc(-c2ccc(S(=O)(=O)N3CCOCC3)cc2)o1	8	26	7	6	4	21	-5	14	-22	2	-4
N#C/C(=C\c1ccc(N2CCCCC2)c([N+](=O)[O-])c1)c1nn(-c2ccccc2)c(N)c1C#N	10	17	11	-2	-2	-5	-13	11	-10	11	1
COc1ccc(-c2cnnn2-c2ccc(NC(=O)c3ccco3)cc2)cc1OC	19	16	14	-2	-7	0	-3	-2	-6	-24	1
O=C1OCC/C1=C1/NCCNC1=O	17	7	5	3	1	·	-5	1	-10	5	·
CN(C)Cc1c[nH]c2nccnc12	-11	1	-1	-13	19	·	-10	0	2	-37	·
CCOC(=O)C/C(C)=N/NC(=O)COc1ccccc1C	0	16	-2	-20	11	5	-4	29	3	-30	0
Cc1c[nH]c(=O)c([N+](=O)[O-])c1	6	-6	12	17	8	-8	-15	11	0	-7	-3
Cc1onc(-c2ccccc2)c1C(=O)N/N=C/C(Br)=C/c1ccccc1	-20	20	-18	-5	1	2	-9	3	-14	20	-5
COc1ccc(-c2nc(NC(=O)c3[nH]c(C)c(C(C)=O)c3C)sc2C)cc1	-25	0	9	-4	-7	2	-2	-16	-1	-25	6
OC(COc1cccc2ccccc12)CN1CCN(c2ccc(Cl)cc2)CC1 (stereo unspecified)	24	6	2	11	-23	-5	-4	16	-4	23	-1
COc1cc(-c2nnn(CC(=O)N3CCOCC3)n2)cc(OC)c1OC	-4	2	-9	-7	-7	4	-5	9	15	17	0
CCCCOC(=O)CSc1nc2ccccc2o1	9	1	9	5	-21	·	-5	15	7	-23	-6
Cc1cc(C)cc(-n2ncc3c2CCCC3NC(=O)CCN2CCCC2=O)c1 (stereo unspecified)	4	-24	-39	3	4	10	-6	-54	·	-22	2
CC(Oc1cccc(Cl)c1)C(=O)Nc1ccccc1N1CCCCC1 (stereo unspecified)	20	27	22	-2	5	2	-4	11	-1	-7	-2
O=C(CN(Cc1ccccc1Cl)C(=O)c1ccc(CN2CCOCC2)o1)NCC1CCCO1 (stereo unspecified)	2	10	0	-2	2	1	-8	5	11	-6	-1
COc1ccc(C2C(C(=O)c3cccs3)=C(O)C(=O)N2c2cccc(C)n2)cc1 (stereo unspecified)	-6	-39	-2	-2	-6	-6	-15	-103	6	-19	3
Cc1ccc(C(=O)NC(=S)NCc2ccco2)cc1	-3	-140	1	-3	-1	-13	-8	-161	3	-31	1
Cc1cc(OCCN2CCCC2)cc(C(C)C)c1	-5	12	-13	1	-1	7	-7	5	3	-14	1
Cc1ccc(C2CC(=O)C=C(NCc3ccccc3)C2)cc1 (stereo unspecified)	13	14	13	-6	-4	4	-4	14	-4	-10	0
O=C(Cn1cnc([N+](=O)[O-])n1)c1ccccc1	-16	16	-8	13	-4	11	1	18	1	-17	·
C=CCc1cc(CN2CC(C)OC(C)C2)c(O)c(OC)c1 (stereo unspecified)	0	7	-9	3	-19	-1	-9	14	3	17	·
CN(C(=O)c1ccc(Cl)cc1)C1CCS(=O)(=O)C1 (stereo unspecified)	19	8	-13	-11	3	1	-5	7	5	-29	·
CC(=O)c1cccc(OCc2cc(C(=O)N3CC4C[C@@H]5CC3C[C@H](C4)C5)no2)c1	2	-42	39	-5	-3	3	-7	-43	-8	-45	-2
Cc1cccc(N2CCN(C(=O)c3ccccc3OCc3c(C)noc3C)CC2)c1C	10	24	2	12	16	-6	-7	8	-12	17	1
O=C(Nc1ccccc1)Nc1cc(S(=O)(=O)N2CCOCC2)ccc1N1CCCC1	-7	18	1	-9	6	17	-7	9	2	-27	0
O=C(NCCC(=O)N1CCN(S(=O)(=O)c2ccc(Cl)cc2)CC1)Nc1ccccc1	4	0	12	-1	-3	3	-1	-10	2	-4	·
Cc1ccn2cc(-c3ccc4c(c3)NC(=O)CO4)nc2c1	-32	-235	-62	1	0	-93	-18	-281	17	-91	-3
CC(C)CNC(=S)Nc1ccc(F)cc1	10	-14	6	1	5	8	·	3	4	-42	2
Cc1sc(NC(=O)c2ccco2)c(CN2CCN(c3ccccn3)CC2)c1C	-8	-36	8	-5	-8	13	·	-70	-7	-33	0
COc1ccc(-c2cc(-c3ccco3)[nH]c(=O)c2C#N)cc1	20	20	·	0	-4	5	-7	8	-10	-7	3
O=C(NCc1ccccn1)c1ccc(NS(=O)(=O)c2cccc([N+](=O)[O-])c2)cc1	2	6	1	-3	-12	9	-3	9	5	-22	1
NS(=O)(=O)c1ccc(CCNC(=O)c2cc(S(=O)(=O)N3CCCCC3)ccc2Cl)cc1	1	5	2	-13	9	·	-17	10	1	3	·
COc1cc(C(=O)Nc2cc(Cl)ccc2C)c(-n2cnnn2)cc1OC	0	-17	-11	3	-7	1	-4	1	0	-26	0
COc1ccc(C2C=C(c3ccc(C)c(C)c3)Nc3ncnn32)c(OC)c1OC (stereo unspecified)	29	20	-9	·	0	15	14	-17	4	-8	4
Cc1cc(C(C)(C)C)ccc1Oc1cccc2c1S(=O)(=O)N(C1CCCC1)CC(COCc1ccccc1)O2 (stereo unspecified)	-5	14	80	3	1	10	-5	9	·	-14	·
Cc1cnc(C(=O)N2CCN(S(=O)(=O)c3ccc(F)c(F)c3F)CC2)cn1	-11	7	21	-2	-22	-13	-6	7	0	-20	·
O=C1CC(N2CCc3ccccc32)C(=O)N1c1ccc(F)cc1 (stereo unspecified)	5	-19	-14	-5	-2	-12	-6	-38	0	-12	3
COc1ccc(/C=C/CN2CCN(Cc3ccc(F)cc3)C(CCO)C2)cc1 (stereo unspecified)	-14	11	1	1	0	-6	4	8	-5	8	2
COc1ccc(S(=O)(=O)N(CC(=O)N2CCN(c3ccccc3)CC2)c2ccccc2)cc1	2	36	5	3	-1	7	-3	15	-2	-1	-1
CCCCNC(=O)c1onc(CSc2ccc(C)c(C)c2)c1C(=O)O	2	-16	20	1	-16	·	-4	11	-1	4	2
O=C(NCCc1ccccc1)c1ccc2c(c1)OCCCO2	3	108*	?	0	-52*	92*	-4	92*	3	87*	1
CCOC(=O)CC(NC(=O)c1cccc2c1C(=O)N(Cc1cccnc1)C2)c1ccc(OCC)c(OC)c1 (stereo unspecified)	7	24	18	-1	-10	13	-4	4	-2	-19	-2
Cc1c(C(=O)NCc2ccc3c(c2)OCO3)oc2ccccc12	-8	-13	0	-3	6	1	-6	-32	1	-8	-5
CC(C)(C)c1ccc2c(c1)OC(C(=O)N/N=C\c1ccc(-c3cccc(C(=O)O)c3)o1)CO2 (stereo unspecified)	-9	-36	0	-2	4	-10	-2	-22	-1	-89	0
COC(=O)N1CCCCC1c1cc(C(=O)Nc2ccccc2Cl)no1 (stereo unspecified)	-15	0	-2	-4	9	·	-5	-33	-2	-6	·
CCCN(CCC)C(=O)Cn1ccc(=N)c2ccccc21	2	17	6	10	-2	8	-5	15	-6	-27	-1
CCc1ccc(-c2c(C)sc(NC(C)=O)c2C(N)=O)cc1	30	-2	15	-4	0	1	-9	21	-15	-1	2
Cc1n[nH]c(C)c1CCNC(=O)C1CCC(=O)N(Cc2ccccc2F)C1 (stereo unspecified)	-14	18	-7	1	9	3	-3	7	-4	3	-1
Cc1cc(C)c(N(C(=O)CN2C(=O)c3ccccc3S2(=O)=O)C(C(=O)NCC2CCCO2)c2ccc(F)cc2)c(C)c1 (stereo unspecified)	-3	18	2	-9	0	-2	-7	8	-8	10	-5
Cc1ccc(-c2nc(CS(=O)(=O)CC(=O)N3CCOCC3)c(C)o2)cc1	-4	3	6	6	2	6	-3	5	-1	-11	-4
C=CCn1c(-c2sc(-c3ccccc3)nc2C)n[nH]c1=S	-10	6	3	10	5	9	·	9	-3	-10	2
CC(C)(C)C(=O)N1NC(=Nc2ccccc2)SC1(C)C	12	15	·	12	-1	-2	-18	19	-5	-33	3
O=C(O)C1OC(C(=O)O)C(C(=O)O)C1C(=O)O (stereo unspecified)	-22	-28	9	1	17	3	-2	6	-9	22	·
COC1OC2COC(c3ccccc3)OC2C(=O)C1NC(=O)c1ccccc1 (stereo unspecified)	-2	-27	-4	10	10	4	-4	-37	26	-12	·
C=CCC[C@H](Cc1ccc(F)cc1)C(=O)O[C@H](CNC(=O)[C@@H](CC=C)CC(=O)N(CCO)Cc1ccccc1)c1ccccc1	-5	18	39	0	9	9	-3	10	·	-13	·
O=C(CCCOc1ccccc1)NCc1ccco1	6	1	-6	7	5	15	-4	6	1	0	-2
O=C(C/C=N\OCc1ccc(Cl)cc1Cl)Nc1ccccc1	20	12	12	-5	4	4	-4	18	1	40	2
Cc1cccc(C)c1OCC(=O)NNC(=O)CCNC(=O)c1ccc(Br)cc1	-14	2	-19	6	-1	15	·	2	-5	-10	1
Cc1ccc(NC(=O)C2(C)CCN2C(=O)Cc2ccc(-c3ccccc3)cc2)cc1 (stereo unspecified)	-4	37	40	5	-4	·	-6	6	-36	69	·
Cn1c(CN2CCCCC2)nc2cc(NC(=O)c3ccccc3Cl)ccc21	-1	2	0	-6	7	25	-7	-8	3	4	0

Outcome played no part in choosing rows; about 3.3% have a hit in one of these screens.
